Screening data deposited in PubChem BioAssay by several laboratories.
XIAP displacement: XIAP antagonists, biochemical, IAP family, fluorescence polarization (AID 1018); E3 ubiquitin-protein ligase XIAP (Homo sapiens); XIAP BIR domain, fluorescence polarization peptide displacement; higher % means a stronger effect; one-dose displacement, % at 20 µM; IC50 in µM for titrated hits; 200,000 compounds, 0.007% hits; in the data active = displacement above about 50%; note: a part of the inactive calls stands beside numbers as strong as those of hits
Myeloid diff 2: induction of myeloid progenitor differentiation, primary screen, cell-based, flow cytometry, MLPCN library | ER-HoxA9 myeloid progenitors, lysozyme-GFP differentiation | calls only at 10 µM | 360,000 compounds, 1% hits;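 active = normalized GFP-positive differentiation at or above the plate's own cutoff, the solvent-only control mean plus 3 SD; inconclusive = no clear call, values can overlap the other calls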;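 note: cells exposed to compound for four days before flow analysis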
Siah-1 displacement: Siah-1 peptide-binding antagonists, primary screen, biochemical, fluorescence polarization, rhodamine-plectin, uHTS (AID 1817); E3 ubiquitin-protein ligase SIAH1 (Homo sapiens); Siah-1 / rhodamine-plectin peptide fluorescence polarization; higher % means a stronger effect; displacement, % at 20 µM; hits with a dose series show IC50 in µM; 290,000 compounds, 0.02% hits;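 active = displacement of at least 50% at 20 µM, with a fluorescence ratio check between 0.3 and a set limit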;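 note: plate controls were Siah plus tracer with DMSO for no effect and tracer alone without Siah for full effect; strong numbers were not always called active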
WT yeast gro inh: growth inhibition of WT strain, primary screen, mitochondrial fusion inhibitor project, WT and mutant strains, chemical genetic; mitochondrial fusion phenotypic screen; inhibition, % at 10 µM; 190,000 compounds, 2.1% hits; in the data active = inhibition above about 58%; tested in S. cerevisiae
PMI inhibition: human PMI inhibitors, high substrate, primary screen, biochemical, fluorescence intensity, high mannose 6-phosphate (AID 1220) | Mannose-6-phosphate isomerase (Homo sapiens) | recombinant PMI enzyme, coupled fluorescence intensity; higher % means a stronger effect | inhibition, % at 20 µM; hits with a dose series show IC50 in µM | 190,000 compounds, 0.66% hits
RSV antiviral HEp-2: RSV antiviral activity via CPE protection, HEp-2 cells, primary 10 µM value included (AID 2391); HEp-2 cells, RSV-induced CPE inhibition; higher % means a stronger effect; one-dose CPE inhibition, % at 10 µM; IC50 in µM for titrated hits; 310,000 compounds, 0.13% hits; in the data active = a potency from the dose series; inconclusive = CPE inhibition mostly from about 23% at the one dose, without a potency; inactive = the rest, 99 in 100 with CPE inhibition below about 21%; note: strong numbers were not always called active
PMI inhibitors: inhibitors of human PMI, primary screen, biochemical, fluorescence intensity, coupled assay (AID 1209); Mannose-6-phosphate isomerase (Homo sapiens); purified PMI enzyme, coupled fluorescence intensity; higher % means a stronger effect; 190,000 compounds, 0.42% hits; inhibition, % at 20 µM, or IC50 in µM where a hit was titrated;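 note: plate controls were DMSO vehicle for no effect and wells lacking substrate for full effect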
TNAP activators: human TNAP enzyme activators, primary screen, biochemical, luminescent, no phosphate acceptor, uHTS (AID 1001); purified TNAP, luminescent activation assay, no phosphate acceptor; higher activation fold means a stronger effect; Alkaline phosphatase, tissue-nonspecific isozyme (Homo sapiens); 200,000 compounds, 0.03% hits; one-dose activation fold at 20 µM; EC50 in µM for titrated hits; in the data active = activation fold from about 3, or a potency from the dose series; inactive = the rest, 99 in 100 with activation fold below about 1.6; note: many of its hits are not listed in these tables
PhoP inhibition: inhibitors of PhoP regulon expression, primary screen, Salmonella Typhimurium, GFP reporter (AID 1863) | one-dose inhibition, % at 50 µM; IC50 in µM for titrated hits | 300,000 compounds, 0.16% hits | S. Typhimurium PhoP-regulated promoter GFP reporter, 4 h; higher % means a stronger effect;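 active = inhibition over 29.93%, a cutoff 3 SD above the screen mean, later confirmed by dose response; inconclusive = inhibition over 29.93% but no dose response follow-up; inactive = inhibition at most 29.93% or unconfirmed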;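 note: 0% = low Mg2+ inducing control and 100% = high Mg2+ repressing control; strong numbers were not always called active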
WT yeast gro inh mutant strain: second read-out of WT yeast gro inh, no call of its own (marks repeat the call); inhibition, %; mitochondrial fusion phenotypic screen, mutant strain inhibition
Myeloid diff 2 GFP+ MAC1+ %: also measured in Myeloid diff 2; calls as there; GFP+ MAC1+ double positive, %; measured here: differentiation confirmed by MAC1 staining
Starred values were filed as active, the others as inactive; i = inactive; u = inconclusive; x = no result given. Cut-off read from the data, not from the text of the source, unless noted: active = inhibition above about 50%; inactive = the rest.

SMILES	XIAP displacement	Myeloid diff 2	Myeloid diff 2 GFP+ MAC1+ %	Siah-1 displacement	WT yeast gro inh	WT yeast gro inh mutant strain	PMI inhibition	RSV antiviral HEp-2	PMI inhibitors	TNAP activators	PhoP inhibition
O=S(=O)(Nc1ccc(N2CCOCC2)cc1)c1ccccc1	-0.3%	i	0.6	0%	x	x	-3%	7.7%	2%	1	-9%
O=C(Cn1cnc2ccccc21)c1ccccc1	x	i	0.3	1%	x	x	x	1.2%	x	x	-1%
CCN1C(=O)CC(N2CCN(c3ccc(OC)cc3)CC2)C1=O (stereo unspecified)	-3.3%	i	1.2	-4%	-31	-8	28%	0.1%	6%	1.1	3%
Cc1ccc(-c2nn[nH]n2)o1	-1.5%	i	0.2	5%	-8	-21	2%	2.6%	-7%	1.2	-10%
C=CCNc1nc2ccccc2nc1NS(=O)(=O)c1cccc(C)c1	x	i	0.8	1%	x	x	x	0.0%	x	x	-7%
O=C(NNC(=O)c1ccccc1Br)c1ccc(Cl)c(Cl)c1	-4.3%	i	0.7	-2%	-18	-18	14%	2.7%	-9%	1.1	-15%
CCc1c(O)nc(SCC(=O)N2CCc3cc(OC)c(OC)cc3[C@@H]2C)[nH]c1=O	x	i	1.4	-1%	x	x	x	-0.4%	x	x	3%
COc1cc(/C=C/C(=O)Nc2ccc(N3CCCCC3)c(S(=O)(=O)Nc3ccccc3Cl)c2)cc(OC)c1OC	0.7%	i	0.5	-2%	9	0	-3%	5.8%	16%	1.1	16%
CCn1c2ccc(C)cc2c2nc3cc(C(=O)O)ccc3nc21	-6.9%	i	0.6	0%	-23	27	8%	1.6%	6%	1	-4%
Cc1ccc(C(=O)CSc2nnc(COc3cc(C)cc(C)c3)o2)cc1	-0.4%	i	0.8	3%	1	-9	6%	18%	13%	1	5%
CN=C(Nc1cc(C)nn1CCC#N)c1ccc(F)cc1	-4.4%	i	1.5	-1%	16	-5	5%	1.7%	7%	1.1	14%
CC(Cc1ccccc1)C(=O)NCc1nc2ccccc2s1 (stereo unspecified)	-4.7%	i	2.4	-1%	-4	-12	-17%	2.7%	-15%	1.1	-1%
Cc1ccc(-c2noc(CN(C(=O)C(c3ccccc3)c3ccccc3)C(C)C)n2)cc1	1.2%	i	1.2	1%	33	-16	0%	5.0%	8%	1.1	-3%
Fc1cnc(N2CCOCC2)nc1NCc1ccccc1	-7.0%	i	4.8	-1%	9	6	11%	-0.1%	17%	1	9%
O=C(c1cc2ncc(Br)cn2n1)N1CCCCC1	1.2%	i	0.0	2%	8	7	1%	1.1%	-11%	1.1	3%
CCc1cccc(C)c1NC(=O)C(c1ccccc1)N1CCC1=O (stereo unspecified)	0.1%	i	0.6	7%	-12	4	0%	1.6%	3%	1.1	-9%
Cc1ccc(NC(=O)COC(=O)Cc2cccs2)cc1S(=O)(=O)N1CCOCC1	x	i	0.8	-5%	x	x	x	1.6%	x	x	0%
O=S(=O)(CCC1CCCCN1)c1ccccc1 (stereo unspecified)	x	i	0.2	4%	x	x	x	1.1%	x	x	-2%
O=C(COc1ccc2c(c1)CCC2)NCc1cccc(Cl)c1	-11%	i	0.7	3%	12	-4	14%	1.6%	16%	1.1	13%
COc1cc(/C=N/NC(=O)Cc2ccccc2)cc(OC)c1OC	x	i	0.9	3%	x	x	x	0.7%	x	x	-3%
COc1ccccc1NC(=O)CSc1nc2sc(C)c(C)c2c(=O)n1C	x	i	4.2	-4%	x	x	x	12%	x	x	-6%
COCc1c(C(=O)N/N=C\c2cccnc2)nnn1-c1nonc1N	x	i	1.7	6%	x	x	x	0.8%	x	x	10%
CCOc1ccc(N2C(=O)CC(N(O)c3ccccc3)C2=O)cc1 (stereo unspecified)	-1.0%	i	0.5	0%	2	-5	-2%	1.7%	-5%	1.5	-3%
Cc1cccc(C)c1NC(=O)CSC(=S)N1CCCC1	-6.3%	i	0.2	2%	-20	15	-5%	0.1%	-10%	1.1	0%
COc1ccc(/C=N/Nc2nc(C)c([N+](=O)[O-])c(N(C)c3ccccc3)n2)cc1OC	-5.4%	i	0.7	0%	8	15	3%	-1.3%	2%	1	-6%
Cc1cccc(C(=O)N/N=C/c2ccc(OC3CSC3)cc2)c1	-3.2%	i	0.9	2%	13	19	1%	2.3%	-3%	1.1	-4%
NC(=O)C1CCN(c2cc(Cl)nc(N)n2)CC1	-3.1%	i	0.2	-3%	2	6	-3%	1.2%	-2%	1.1	-6%
Cc1nn(C)cc1S(=O)(=O)N1CCCCC1C (stereo unspecified)	x	i	3.2	1%	x	x	x	2.2%	x	x	-4%
Cn1c(=O)n(C)c2cc(N3CCOCC3)c(NC(=O)c3cccc(Cl)c3)cc21	x	i	7.2	7%	x	x	x	3.7%	x	x	4%
COc1cccc(C(=O)NNC(=O)c2cccnc2)c1	x	i	2.0	-15%	x	x	x	0.3%	x	x	3%
CC1CCN(CC(O)COc2ccc(-c3ccccc3)cc2)CC1 (stereo unspecified)	x	i	1.8	-1%	x	x	x	-1.7%	x	x	1%
CCn1c(SCC(=O)Nc2cc(C)on2)nnc1-c1ccco1	-24%	i	1.5	-2%	-3	-3	-7%	1.9%	-12%	1.1	-4%
CCOC(=O)CSc1nnc(-c2ccc(NS(=O)(=O)c3ccc(C)cc3)cc2)o1	-5.9%	i	1.6	1%	-4	-73	10%	3.1%	15%	1.1	-10%
Cc1ccc(-c2nnc3c(C(F)(F)F)nc4ccccc4n23)cc1	-2.8%	i	1.1	3%	-6	2	3%	0.8%	-4%	1	0%
CCCCN(CC)CCNC(=O)c1cc2c(=O)[nH]c3ccccc3c2s1	x	i	0.6	5%	x	x	x	-0.7%	x	x	8%
c1ccc2c(-c3ccncc3)c[nH]c2c1	-2.9%	i	0.5	3%	12	7	3%	22%	2%	1.1	-12%
CCO/C(C)=C1\C(=O)N(CC)c2ccccc21	-4.0%	i	1.3	0%	0	-1	-3%	4.2%	-7%	1	8%
COC(=O)C1=C(C(=O)OC)[C@@H]2N(C)c3ccccc3[C@@]23C[C@@H](C(=O)OC)N(C(=O)CC(C)C)C3=N1	x	i	0.8	13%	x	x	x	-2.5%	x	x	-2%
O=C(NCCN1CCCC1=O)C1CCC(=O)N(CCc2cccc(F)c2)C1 (stereo unspecified)	x	i	0.4	2%	x	x	x	1.5%	x	x	-7%
O=C(Cn1cnc2ccccc21)NCCCN1CCOCC1	-9.7%	i	1.5	0%	9	23	22%	0.7%	15%	1	-12%
O=C(C1COc2ccccc2O1)N1CCc2ccccc2C1 (stereo unspecified)	-7.7%	i	0.7	-9%	26	11	2%	0.2%	-2%	1.1	2%
COC(=O)C1=C(C)N(CCc2c[nH]c3ccc(OC)cc23)C(=O)C1	-7.8%	i	0.7	3%	-2	-16	25%	0.1%	-10%	1	-9%
Cc1cc(C)nc(N2CCCC(C(=O)Nc3nnc(C(C)(C)C)s3)C2)n1 (stereo unspecified)	-6.7%	i	0.3	4%	-2	-2	15%	2.5%	15%	1.1	5%
C/C(=N\NC(=O)c1ccco1)c1ccc(C(=O)O)s1	x	i	0.7	6%	x	x	x	1.9%	x	x	2%
CCOc1ccc(S(=O)(=O)N(C(=O)c2ccco2)c2cc3sc(=O)oc3c3ccccc23)cc1	-3.8%	i	0.7	-2%	3	10	-19%	4.6%	-19%	1.1	13%
CN(C)CCCNCCCCNC(=O)/C=N/O	-1.7%	i	0.7	-2%	-23	-22	-10%	1.8%	-16%	1	-7%
COc1ccc(C(=O)NCc2nnc(SCC(=O)N3CCC(C)CC3)o2)cc1OC	-3.8%	i	0.9	4%	-2	-1	-2%	0.4%	1%	1.1	1%
FC(F)(F)c1nc(N2CCCC2)ncc1-c1nnnn1-c1ccc(Cl)cc1	33%	i	1.3	1%	59*	27*	8%	11%	15%	1.1	-8%

Compounds above containing two or more sulfur atoms, in the order listed:
SMILES	XIAP displacement	Myeloid diff 2	Myeloid diff 2 GFP+ MAC1+ %	Siah-1 displacement	WT yeast gro inh	WT yeast gro inh mutant strain	PMI inhibition	RSV antiviral HEp-2	PMI inhibitors	TNAP activators	PhoP inhibition
Cc1ccc(NC(=O)COC(=O)Cc2cccs2)cc1S(=O)(=O)N1CCOCC1	x	i	0.8	-5%	x	x	x	1.6%	x	x	0%
COc1ccccc1NC(=O)CSc1nc2sc(C)c(C)c2c(=O)n1C	x	i	4.2	-4%	x	x	x	12%	x	x	-6%
Cc1cccc(C)c1NC(=O)CSC(=S)N1CCCC1	-6.3%	i	0.2	2%	-20	15	-5%	0.1%	-10%	1.1	0%
CCOC(=O)CSc1nnc(-c2ccc(NS(=O)(=O)c3ccc(C)cc3)cc2)o1	-5.9%	i	1.6	1%	-4	-73	10%	3.1%	15%	1.1	-10%
CCOc1ccc(S(=O)(=O)N(C(=O)c2ccco2)c2cc3sc(=O)oc3c3ccccc23)cc1	-3.8%	i	0.7	-2%	3	10	-19%	4.6%	-19%	1.1	13%

More results follow.
SMILES	XIAP displacement	Myeloid diff 2	Myeloid diff 2 GFP+ MAC1+ %	Siah-1 displacement	WT yeast gro inh	WT yeast gro inh mutant strain	PMI inhibition	RSV antiviral HEp-2	PMI inhibitors	TNAP activators	PhoP inhibition
CC1(C)Cc2ccccc2-c2nnc(-c3ccco3)n21	-3.6%	i	0.0	-5%	4	-1	-3%	1.8%	3%	1.1	1%
Cc1c(C(=O)NC2CCCc3ccccc32)cccc1[N+](=O)[O-] (stereo unspecified)	x	u	x	-2%	x	x	x	1.3%	x	x	-2%
CCCN1C(=O)C(NS(=O)(=O)c2ccc(N)cc2)(C(F)(F)F)C(C(=O)OC)=C1C (stereo unspecified)	-4.0%	i	0.6	-5%	-12	-5	-8%	1.2%	-2%	1	-4%
COc1ccccc1N1CCN(C2CCCN(C(=O)CCC(C)=O)C2)CC1 (stereo unspecified)	x	i	0.6	-6%	x	x	x	-0.4%	x	x	3%
O=C(CNC(=O)c1ccc2c(c1)OCO2)N/N=C/c1cc(Br)ccc1O	x	i	1.4	14%	x	x	x	-1.2%	x	x	10%
O=C(O)C1C2C=CC(C2)C1C(=O)NCc1cccnc1 (stereo unspecified)	-4.5%	i	1.7	19%	13	6	9%	-0.6%	-3%	1.1	5%
O=C(NCCc1ccccc1)c1cc2sccc2n1Cc1ccccc1	-5.2%	i	1.1	-4%	7	3	12%	0.3%	10%	1.1	7%
COc1cc2c(cc1OC)[C@H](C)N(C(=O)COc1ccccc1)CC2	x	i	0.7	-2%	x	x	x	14%	x	x	3%
Cc1sc(NC(=O)c2ccco2)c(CN2CCN(c3ccc(F)cc3)CC2)c1C	-10%	i	0.4	1%	-2	2	13%	-0.1%	17%	1.1	29%
Cn1c(SCCC#N)nnc1-c1ccccc1F	-4.4%	i	0.3	8%	4	5	5%	0.2%	-4%	1.1	5%
